TCR activator: Activators of T cell receptors: qHTS campaign. primary human leukocytes, anti-CD3, IL-2 HTRF, 48 h. Potency, µM (highest dose often 9.22 µM), for the others: at the top dose activation of IL-2 secretion, most hits filed as activators. 330,000 tested, under 10 active. AID 504894, 2011; further: % of control where 0% means no effect
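Compounds are tested in HTS on primary human leukocytes co-incubated with a-CD3 beads for 48 hr. IL-2 output is measured by time-resolved FRET.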
AT treatment: qHTS Assay for Identifying a Potential Treatment of Ataxia-Telangiectasia. […] A-T fibroblasts, KAP-1 phosphorylation AlphaLISA; neocarzinostatin DNA damage 30 min before lysis. Potency, µM (doses to about 57.5 µM), without a hit: top-dose activation, actives largely listed as activators. 320,000 compounds, 0.19% hits. AID 485349, 2010; further: potency means the concentration at half of the fitted maximal effect; % of control where 0% means no effect; nearly all actives have a fitted effect of over 45% in size
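hTERT-immortalized A-T patient fibroblasts ([…]), 500 cells/well in OPTI-MEM, 1% FBS, got compounds for 60 min, then NCS for 30 min at 37C. Lysates were then assayed for phospho-KAP-1 by AlphaLISA (anti-pKAP1 donor, anti-KAP1 acceptor beads), 6 hr at 25C.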
MLL CXXC-DNA inh: qHTS Fluorescence Polarization Assay for Inhibitors of MLL CXXC domain - DNA interaction | Histone-lysine N-methyltransferase 2A (Homo sapiens), Q03164 | MLL-CXXC / FITC-HOXA9 DNA fluorescence polarization | Potency, µM (doses to about 115 µM), for the others: at the highest dose activity change, negative = inhibition, usual class: inhibitors | 290,000 compounds, 0.037% hits; active means well fitted inhibition curve with a large enough effect in the polarisation, with a control signal flat, not every such curve was filed as active; inconclusive means small, poorly fitted or top-dose-only effect, or effect the other way, or a change in a side signal; inactive means no such curve, though single readings can be large or run the other way; the % refers to the polarisation; further: potency means the concentration at half of the fitted maximal effect
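Purified MLL-CXXC (added from a 7 uM solution) was preincubated 5 min at ambient with pinned compounds in 50 mM Tris-HCl pH 7.5, 50 mM NaCl, 1 mM DTT, 0.05% BSA. Fluorescein-labeled HOX-A9 DNA (50 nM solution) followed, 30 min, then polarization read.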
TSHR antag: Antagonists of the Thyroid Stimulating Hormone Receptor: HTS campaign; Thyrotropin receptor (Homo sapiens), P16473; TSHR-expressing cells, TSH-stimulated cAMP HTRF, 2 h; active compounds read low; activity change, negative = inhibition, % at 11.5 µM; 330,000 compounds, 0.2% hits; AID 504810, 2011;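 active means activity change below a set negative limit, meaning inhibition stronger than a set level, cut at about -70% in these data; inconclusive means activity change between two set negative limits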; further: on the % scale 0 is the no-effect control and ±100 the full control effect
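Inhibition of cAMP made by TSHR-expressing cells under TSH stimulation (4nM final, EC80; 2 h, 37 deg C) is quantified with a one-step lysis HTRF kit, anti-cAMP cryptate versus cAMP-d2.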
PTAP TSG101 blk: qHTS Assay for Iinhibitors of HIV-1 Budding by Blocking the Interaction of PTAP/TSG101; AID 493005, 2010; Fluorescence polarization, FITC-PTAP peptide / Tsg101 binding; 340,000 tested, under 10 active; Potency, µM (highest dose often 115 µM), for the others: at the top dose activity change, negative = inhibition, most hits filed as inhibitors; Tumor susceptibility gene 101 protein (Homo sapiens), Q99816; active means well fitted inhibition curve with a large enough effect in the main read-out, with a control signal flat, not every such curve was filed as active; inconclusive means small, poorly fitted or top-dose-only effect, or effect the other way, or a change in a side signal; inactive means no such curve, though single readings can be large or run the other way; further: potency means the concentration at half of the fitted maximal effect; % of control where 0% means no effect
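Tsg101 binding domain (10 uM final) was mixed with compound and a FITC-labeled PTAP peptide (50 nM final) in HEPES pH 7.5 buffer with NaCl, Tween 20, EDTA and TCEP; fluorescence polarization was read after 20 min at r.t.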
Mito fusion act: qHTS Assay for Small Molecule Inhibitors of Mitochondrial Division or Activators of Mitochondrial Fusion; AID 485298, 2010; 320,000 compounds, 0.23% hits; S. cerevisiae fusion-defective mutant growth rescue, CellTiterGlo 48 h; Potency, µM (highest dose often 46.1 µM), for the others: top-dose growth rescue (activation), most hits filed as activators;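 further: potency means the concentration at half of the fitted maximal effect; % of control where 0% means no effect; nearly all actives have a fitted effect of over 45% in size; temperature-sensitive fusion mutants such as fzo1-1 at 37 °C on non-fermentable ethanol glycerol medium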
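Temperature-sensitive fusion-defective S. cerevisiae (e.g. fzo1-1, mgm1-5) were grown with compound in YPEG medium (3% ethanol, 3% glycerol) for 48 hours at 37C. Growth rescue was measured as viability by CellTiterGlo luminescence after 10 minutes at ambient.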
MBNL1-CUG inh: qHTS Assay for Inhibitors of MBNL1-poly(CUG) RNA binding; Muscleblind-like protein 1 (Homo sapiens), Q9NR56; TR-FRET MBNL1-His/biotin-(CUG)12 binding, 665/545 ratio; Potency, µM (titrated, usually from 57.5 µM), without a hit: at the top dose activity change, negative = inhibition, usual class: inhibitors; 280,000 compounds, 0.036% hits; active means well fitted inhibition curve with a large enough effect in the signal ratio, with a control signal flat, not every such curve was filed as active; inconclusive means small, poorly fitted or top-dose-only effect, or effect the other way, or a change in a side signal; inactive means no such curve, though single readings can be large or run the other way; the % refers to the signal ratio; further: potency means the concentration at half of the fitted maximal effect; on the % scale 0 is the no-effect control and ±100 the full control effect
Target sequence (Q9NR56 whole entry, looked up): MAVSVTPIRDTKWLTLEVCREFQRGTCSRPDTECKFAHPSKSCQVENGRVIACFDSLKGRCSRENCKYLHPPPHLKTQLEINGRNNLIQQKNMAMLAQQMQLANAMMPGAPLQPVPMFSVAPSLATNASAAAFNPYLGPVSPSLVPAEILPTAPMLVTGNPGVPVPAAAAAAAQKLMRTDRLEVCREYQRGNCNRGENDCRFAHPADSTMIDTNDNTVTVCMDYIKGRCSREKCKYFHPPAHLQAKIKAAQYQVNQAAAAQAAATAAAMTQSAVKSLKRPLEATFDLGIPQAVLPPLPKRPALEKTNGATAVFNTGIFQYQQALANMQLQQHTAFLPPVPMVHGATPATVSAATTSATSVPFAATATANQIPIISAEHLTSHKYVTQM
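Inhibition of protein-RNA binding appears as loss of TR-FRET between terbium anti-His antibody on MBNL1-His and streptavidin-XL665 on biotin-(CUG)12. Activity is normalized to buffer-only and uninhibited-complex controls.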
Integrin act MD: qHTS for Activators of Integrin-Mediated Alleviation for Muscular Dystrophy | AID 624291, 2012 | Potency, µM (top dose mostly 38.3 µM), for the others: top-dose activation, hits mostly activators | 350,000 compounds, 0.064% hits | alpha7betagal myoblasts, beta-gal FDG fluorescence, 48 h;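 further: potency means the concentration at half of the fitted maximal effect; 100% = response of the positive control SU9516; nearly all actives have a fitted effect of over 60% in size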
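Alpha7betagal+/- myoblasts (passage 13) were plated 16-24 hr, then exposed to compounds (1:260 dilution of DMSO stock) for 48 hours at 37C. After MPER lysis, β-galactosidase reporter activity was read as FDG fluorescence (ex 480/em 540) after 30 minutes.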
S-ASM inh: Inhibitors of Secretory Acid Sphingomyelinase (S-ASM): qHTS; Sphingomyelin phosphodiesterase (Homo sapiens), P17405; placental ASM, HMU-PC fluorogenic substrate, 60 min; 340,000 compounds, 0.006% hits; AID 504937, 2011; Potency, µM (highest dose often 57.5 µM), inactives show at the top dose activity change, negative = inhibition, usual class: inhibitors; further: potency means the concentration at half of the fitted maximal effect
Target sequence (P17405 47-631 limits assumed): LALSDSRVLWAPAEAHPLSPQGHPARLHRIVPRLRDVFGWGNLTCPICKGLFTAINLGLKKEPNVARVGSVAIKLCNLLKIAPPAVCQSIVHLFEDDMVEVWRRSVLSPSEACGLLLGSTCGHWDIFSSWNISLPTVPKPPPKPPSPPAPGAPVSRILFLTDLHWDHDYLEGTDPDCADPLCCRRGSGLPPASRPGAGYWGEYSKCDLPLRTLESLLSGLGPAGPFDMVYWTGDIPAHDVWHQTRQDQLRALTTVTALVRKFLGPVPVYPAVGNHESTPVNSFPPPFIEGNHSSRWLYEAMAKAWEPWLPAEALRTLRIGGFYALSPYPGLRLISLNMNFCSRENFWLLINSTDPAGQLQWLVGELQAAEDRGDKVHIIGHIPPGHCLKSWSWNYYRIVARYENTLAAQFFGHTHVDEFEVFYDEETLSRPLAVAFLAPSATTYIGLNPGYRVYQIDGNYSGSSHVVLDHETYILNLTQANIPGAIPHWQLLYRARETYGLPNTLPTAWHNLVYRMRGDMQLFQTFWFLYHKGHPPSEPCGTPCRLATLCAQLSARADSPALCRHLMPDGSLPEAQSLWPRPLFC
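HMU-PC0 cleavage (9 uM final) by human placental ASM, 60 min at 37 °C following 10 min compound exposure at RT; stopped at pH 10, fluorescence Ex 386/Em 447 nm.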
Menin-MLL TR inh: qHTS Assay for Inhibitors Targeting the Menin-MLL Interaction in MLL Related Leukemias: Competition With Texas Red Labeled MLL-derived Mutant Peptide. Potency, µM (series often up to 61.6 µM), inactives show at the highest dose FP activity change, negative = inhibition, actives largely listed as inhibitors. Menin + Texas Red MLL mutant peptide, fluorescence polarization. 270,000 compounds, 0.23% hits. AID 1768, 2009. O00255; active means well fitted inhibition curve with a large enough effect in the polarisation, with a control signal flat, not every such curve was filed as active; inconclusive means small, poorly fitted or top-dose-only effect, or effect the other way, or a change in a side signal; inactive means no such curve, though single readings can be large or run the other way; the % refers to the polarisation; further: potency means the concentration at half of the fitted maximal effect; % of control where 0% means no effect; many of its hits are not listed in these tables
Active calls of the source: *; ? = inconclusive; nt = no result given; [ ] = dose if it differs, or a comment. Unless noted, the call rests on the fitted dose curve; in most records, active means well fitted curve in the direction sought with a large enough effect; inconclusive means small, poorly fitted or top-dose-only effect, or another doubt; inactive means no such curve, though single readings can be large; an effect the other way counts as inactive or inconclusive. Some of the compounds tested; count on the stated rates, not on these rows.

SMILES	TCR activator	AT treatment	MLL CXXC-DNA inh	TSHR antag	PTAP TSG101 blk	Mito fusion act	MBNL1-CUG inh	Integrin act MD	S-ASM inh	Menin-MLL TR inh
CCN1C(=O)/C(=C\N2CCN(c3cccc(Cl)c3)CC2)SC1=S	1.7%	5.5%	12.6%	-8.0	-0.8%	-1.0%	-0.4%	2.4%	-12.7%	8.8%
Cc1onc(-c2c(Cl)cccc2Cl)c1C(=O)Nc1nc(C(C)(C)C)cs1	-2.9%	-5.5%	1.4%	-1.3	-8.3%	1.1%	3.0%	-55.4%[inhibitor]	-2.8%	nt
CC(Oc1ccccc1F)C(=O)NNC(=O)C1CC(=O)N(c2ccc3c(c2)OCCO3)C1 (stereo not drawn)	-1.6%	7.6%	nt	1.4	1.7%	0.9%	nt	20.6%	5.4%	nt
CCOc1cccc2sc(N(CCN(C)C)C(=O)c3ccc4ccccc4c3)nc12	0.1%	5.5%	-4.8%	-23.5	-3.0%	-2.7%	6.2%	-18.0%	-5.3%	-5.5%
O=C(CN1CCCC1=O)NC1CCCc2c1cnn2-c1cc(F)cc(F)c1 (stereo not drawn)	-7.0%	2.0%	-3.8%	-9.1	-4.9%	1.5%	-2.7%	18.6%	0.1%	-19.8%
CCCCCCCN1C(Nc2ccccc2)=NC[C@@H]1C	5.0%	23.8%	nt	3.6	-6.8%	2.1%	nt	-10.9%	-4.7%	nt
CCc1nnc(NS(=O)(=O)c2ccc(N/C=C/C(=O)c3ccc(C)cc3)cc2)s1	-1.1%[46.1 µM]	11.0%	4.5%	-8.1	-5.3%	-2.2%	-0.4%	5.5%	98.4%[activator]	?
CCOC(=O)C1=C(N)N2C(=O)CSC2=C(C(=O)OC)C1	3.5%	16.8%	-0.6%	16.4	1.6%	-2.5%	6.3%	19.6%	-0.6%	3.6%
COc1ccc(C(=O)COC(=O)c2cc([N+](=O)[O-])ccc2N2CCOCC2)c(OC)c1	2.2%	1.0%	nt	3.3	0.0%	-23.4%	nt	-14.3%	-11.2%	nt
CCCCCOCC(O)CCC(=O)NN (stereo not drawn)	-0.8%	0.1%	-0.1%	-1.0	-1.3%	-3.0%	2.2%	-14.0%	4.2%	-0.3%
CCOc1ccc(/C=N/n2c(SC)nnc2-c2ccccc2)cc1OCC	4.2%	-0.6%	-5.4%	12.9	-7.0%	0.5%	-5.6%	7.8%	-4.3%	-7.2%
COc1ccc(CNC(=O)C2CSC(=O)C2)cc1 (stereo not drawn)	0.8%	8.1%	-5.1%	-2.3	-5.6%	1.2%	-1.4%	-62.3%[inhibitor]	0.6%	29.7%
CCOC(=O)CSCC(=O)Nc1c(C(=O)C2CC2)oc2ccccc12	-11.4%[46.1 µM]	-0.1%	-2.4%	3.0	-6.2%	9.9%	42.1%	8.8%	-2.2%	-6.3%
O=C(CSc1ccc(Cl)cc1)N1CCCC1	-1.1%	2.5%	?	4.4	-1.8%	-3.8%	-2.3%	-5.8%	3.5%	1.6%
Cc1ccccc1Oc1ccc2c(c1)[C@@H]1C[C@H](N(C)C(=O)NC3CCCCC3)[C@H]([C@H](C)O)C(=O)N1CC2	-3.0%	nt	nt	nt	-2.8%	nt	nt	14.7%	-1.4%	nt
CC(C)CC(=O)Nc1ccc(N2CCN(C(=O)c3cccs3)CC2)cc1	1.1%	0.4%	-2.4%	-8.5	-0.8%	-10.0%	-0.2%	-0.1%	1.8%	-15.6%
O=C(CSC1=NCCS1)N1CCOCC1	-1.8%	-6.1%	19.3%	-14.0	-2.6%	-2.8%	1.4%	0.0%	-1.4%	-9.3%
CC(=O)c1cccc(NC(=O)CN2C(=O)COc3ccc(Cl)cc32)c1	-6.4%	-3.0%	0.8%	1.7	0.5%	-3.0%	-9.4%	35.1%	-4.9%	0.2%
CSc1nc(C(=O)N2CCCC(C(=O)c3ccc(Cl)cc3)C2)cs1 (stereo not drawn)	13.5%	0.4%	-21.4%	-2.8	-2.9%	6.1%	-12.8%	-3.5%	-2.8%	-13.6%
COc1ccc(-c2nnc3sc(COc4ccc(C)cc4)nn23)cc1	-248.5%	0.7%	-3.0%	11.0	-4.6%	-5.7%	-6.3%	-9.5%	?	?
COc1ccc(Cc2nc3ccccc3[nH]2)cc1OC	1.8%	3.0%	-6.1%	6.5	-3.4%	1.3%	-4.6%	16.8%	-0.4%	5.2%
C=CCc1ccc(OCCOCCOc2cccc3ccc(C)nc23)c(OC)c1	-7.4%	-0.9%	-14.4%	-4.2	-14.8%	-2.3%	-9.6%	-44.7%	-0.2%	-19.4%
Cc1ccc(C)c(S(=O)(=O)N2CCN(C(=O)c3ccnn3C)CC2)c1	-3.1%	-6.3%	1.7%	35.0	-1.3%	3.6%	-3.0%	-1.6%	0.9%	nt
CC1CCCC(NC(=O)CCS(=O)(=O)c2cc3c(cc2Cl)NC(=O)CO3)C1C (stereo not drawn)	-7.4%	2.7%	-4.4%	-5.9	0.1%	-10.3%	-2.0%	-30.7%	3.1%	1.4%
Cc1ccccc1OCCC(=O)Nc1ccc2c(C)cc(=O)oc2c1	-2.7%	4.5%	38.0%[activator]	-8.3	-0.9%	1.5%	170.4%[activator]	4.7%	343.7%[activator]	nt
Cc1csc(NC(=O)C(Cc2ccccc2)n2cccc2)n1 (stereo not drawn)	1.5%[46.1 µM]	-5.6%	-10.8%	-23.2	-5.3%	2.8%	-1.9%	-24.4%	0.8%	1.5%
c1ccc(CSc2nnc(NC3=NCCCCC3)s2)cc1	2.2%	-7.6%	6.7%	-10.5	-3.4%	-0.4%	-7.0%	-13.6%	-0.9%	-1.4%
Cc1ccc(C)c(N2CCN(S(=O)(=O)c3ccc4c(c3)C(C)(C)C(=O)N4C)CC2)c1	-3.3%	-0.5%	nt	-13.3	-7.4%	4.6%	16.6%	7.8%	-1.2%	-18.2%
CC(=O)NS(=O)(=O)c1ccc(NC(=O)COc2cccc3c2OC(C)(C)C3)cc1	-19.3%	-1.7%	nt	-8.7	-2.5%	-1.9%	nt	0.0%	nt	nt
COc1ccc(NC(=O)Nc2ccc(Br)cn2)cc1	-1.7%	-0.1%	0.8%	2.0	-5.2%	-0.7%	-4.9%	2.8%	3.2%	-11.6%
CCCCCCCCc1nc(SC(C)C(=O)O)n[nH]1 (stereo not drawn)	7.2%	3.7%	25.1%	-7.2	-6.4%	-3.2%	-16.1%	10.6%	1.6%	-2.2%
Cc1ccc(-c2nnc(SCC(=O)N/N=C/c3ccccc3C(=O)O)n2C2CCCCC2)cc1	5.8%	7.0%	10.1%	-1.7	-0.9%	1.2%	-8.6%	-26.5%	2.8%	nt
CCOC(=O)[C@@H]1[C@H]2COc3cc(OC)ccc3[C@H]2N2C(=O)N(c3ccc(C(F)(F)F)cc3)C(=O)[C@]12C	0.3%	-0.2%	nt	?	-3.5%	nt	nt	-36.5%	-14.1%	nt
CCCCOc1cccc(OCC(=O)Nc2nc3ccccc3[nH]2)c1	-5.2%[46.1 µM]	-0.1%	-6.0%	-7.7	-0.3%	?	-4.6%	14.3%	10.2%	8.1%
CCOC(=O)C1CCCN(C(=O)c2ccc(CS(=O)(=O)Cc3ccccc3C)o2)C1 (stereo not drawn)	11.0%	3.1%	1.8%	-7.7	1.5%	0.6%	2.6%	-6.5%	-0.3%	-6.8%
CCOc1ccc(CN(C)C(=O)CN2C(=O)NC(c3ccccc3)(c3ccccc3)C2=O)cc1	nt	2.7%	nt	-15.2	-0.8%	13.5%	nt	28.6%	-9.1%	nt
